NCI-60 one-dose screen, 48 h, at 10 µM unless noted. Numbers give growth in % (100 = growth as untreated, 0 = no growth, -100 = all killed).
K-562 = K-562 leukemia. actives 7.4% (n = 78,000)
BT-549 = BT-549 breast cancer; actives 4.4% (n = 78,000); AID 1794793
HS 578T = HS 578T breast cancer; AID 1794788; actives 4.1% (n = 78,000)
MDA-MB-231 = MDA-MB-231 breast cancer | actives 5% (n = 81,000)
MDA-MB-468 = MDA-MB-468 breast cancer; AID 2202374; actives 8.5% (n = 78,000)
MCF7 = MCF7 breast cancer | AID 1794796 | actives 6.3% (n = 82,000)
LOX IMVI = LOX IMVI melanoma; actives 7.4% (n = 79,000); AID 1794757
T-47D = T-47D breast cancer; actives 5% (n = 79,000)
The depositor's hits bear a star; . = no result given; & = joins results of further samples. The calls were made as follows: active = growth percent below 10; inactive = the rest. No enrichment for hits; overall some 12% were active at least once.

smiles	K-562	BT-549	HS 578T	MDA-MB-231	MDA-MB-468	MCF7	LOX IMVI	T-47D
Cc1nc(N)ncc1CCC1OCCO1	102	117	106	.	.	103	107	98
Cc1nc(-c2ccccc2)cc2c(O)c(C(=O)NN)[nH]c(=O)c12	104	193	109	102	116	78	107	92
COc1cc(/C=C/C(=O)c2ccc(F)cc2)ccc1OCCCCOc1cc2c(cc1OC)C(=O)N1CCCC1C=N2 (stereo not drawn)	-24*	-50*	6.3*	-15*	.	-20*	-85*	1.7*
CN(Cc1cc(Br)cc(Br)c1N)C1CCCCC1	86	100	113	98	102	89	96	94
N#C/C(=C\c1ccc(-c2ccccc2F)o1)c1nc(-c2cccs2)cs1	98	99	104	84	102	60	.	70
COc1cc(C(=O)[C@H]2COC(=O)C[C@@H]2c2ccc(OC(C)=O)c(OC)c2)ccc1OC(C)=O	88	96	104	98	98	91	97	84
O=C(O)/C=C\C(=O)Nc1ccc(Cl)cc1Cl	88	109	108	99	110	94	103	89
COC(=O)c1nc(N)nc(C(=O)OC)c1C(=O)c1ccc(Cl)cc1	103	119	106	97	90	94	97	104
CN(C)c1ccc(S(=O)Nc2ccccc2)cc1 (stereo not drawn)	101	100	81	72	83	97	103	83
COc1ccc(-c2nc(C(C)C(=O)O)n(-c3nc(C)cc(-n4nc(C(C)C(=O)O)nc4-c4ccc(OC)cc4)n3)n2)cc1 (stereo not drawn)	96	89	85	93	98	94	.	116
O=S(=O)(Nc1cc(Br)c(O)c2ccccc12)c1ccc(F)cc1	29	100	98	11	-48*	49	0.9*	6.1*
CC(=O)OC[C@]12CC[C@@H](C(=O)N3CCNCC3)[C@@H]1[C@H]1CC[C@@H]3[C@@]4(C)CC[C@H](OC(C)=O)C(C)(C)[C@@H]4CC[C@@]3(C)[C@]1(C)CC2	81	91	85	90	86	83	93	78
O=S1(=O)Oc2c(Cl)cc(Cl)cc2S(=O)(=O)Oc2c(Cl)cc(Cl)cc21	111	121	102	113	99	98	101	98
CCN(CCO)c1cccc(C)c1	106	90	102	109	103	103	.	101
Cc1ccc(S(=O)(=O)N(C)CCCCCC(=O)O)cc1	104	.	108	110	108	90	95	96
C(CCCC1=NCCO1)CCCC1=NCCO1	110	103	99	104	95	102	94	109
O=C(O)c1cccc([N+](=O)[O-])c1/C=C/c1ccccc1	.	106	.	109	102	95	96	95
CCc1ccccc1Nc1nc(-c2c(C)nc3sccn23)cs1	35	72	82	77	23	63	74	39
CCO/C=N/C1=C(C#N)C(c2ccc(OC)cc2)c2sc3c(C)cccc3c2O1 (stereo not drawn)	13	35	17	28	-13*	24	35	34
CCCCS(=O)(=O)Nc1ccc(C(=O)NN)c(Cl)c1	102	103	89	100	93	97	105	89
Cc1ccccc1C[P+](c1ccccc1)(c1ccccc1)c1ccccc1	22	30	.	46	-18*	11	15	26
CN(C)CCNc1ncc(F)c(-c2cnc3cc(Cl)ccn23)n1	108	104	101	88	95	90	92	102
CSc1nc(NN)c(C#N)c(-c2ccco2)n1	96	94	107	92	85	89	88	90
COc1ccc(NC(=O)CSc2nnc(-c3cc(-c4ccccc4)nc4ccccc34)n2-c2ccccc2)cc1	85	.	95	89	97	89	97	78
Nc1nc(-c2cccc([N+](=O)[O-])c2)c(N=Nc2ccc([N+](=O)[O-])cc2Cl)s1	11	-25*	-4.3*	12	-11*	2.2*	14	4.5*
CCN(CC)CCCC(C)Nc1ccnc2ccc(Oc3ccccc3)cc12 (stereo not drawn)	14	67	82	42	55	69	36	71
O=[N+]([O-])c1ccc2c(c1)Cc1ccccc1-2	95	.	102	102	84	95	100	94
Cc1nc(Cc2ccccc2)sc1CC#N	97	101	114	104	113	103	101	101
CCCCc1nc(Cl)c(C2CC(c3ccc4c(c3)OCO4)=NN2C(C)=O)[nH]1 (stereo not drawn)	98	96	92	97	96	86	92	89
COc1ccc(-c2nc(-c3ccc(Cl)cc3)cn3c2nc2ccccc23)cc1	65	98	151	106	80	102	106	86

Further compounds
smiles	K-562	BT-549	HS 578T	MDA-MB-231	MDA-MB-468	MCF7	LOX IMVI	T-47D
CCC(C)(C)C1CCC(O)CC1 (stereo not drawn)	110	97	101	95	104	104	91	98
Cc1nnc(NC(=O)c2nc(S(=O)(=O)Cc3ccc(F)cc3)ncc2Cl)s1	-24*	27	93	66	-15*	45	14	39
COc1cccc(-c2cc(-c3ccc(Nc4nc(Nc5ccc(F)cc5)nc(Nc5ccc(F)cc5)n4)cc3)nc(N)c2C#N)c1	94	94	100	88	.	88	97	94
CCOC(=O)c1[nH]c(-c2ccc(Cl)cc2)cc1-c1cccnc1	6.3*	29	16	40	-1.1*	22	48	5.6*
Cc1[nH]nc2c1C(c1cc3c(cc1[N+](=O)[O-])OCO3)C(C#N)=C(N)O2 (stereo not drawn)	90	101	106	101	101	91	106	95
CC1(c2cc3ccccc3oc2=O)NC(=O)c2c(/C=C/C(=O)OC3CC4CCC3(C)C4(C)C)cccc2N1 (stereo not drawn)	93	111	97	105	98	95	96	100
N#CC(C#N)N=Nc1ccc(Cl)cc1	10	77	82	47	-18*	27	53	-0.3*
O=C(O)C(Cc1ccc(O)cc1)N1C(=O)/C(=C\c2ccc(-c3ccc(Cl)cc3)o2)SC1=S (stereo not drawn)	105	111	97	99	103	71	100	79
Clc1cccc(-c2cc(Cn3cnc4ccccc43)on2)c1	63	67	87	79	43	69	62	65
N=c1nc(N)ss1	105	106	116	122	116	81	99	96
O=C1CS/C(=N\c2ncn[nH]2)N1	100	100	97	106	95	98	106	86
Cc1cc(=O)oc2cc(OCCCOc3ccc(/C=C/C(=O)Nc4ccc(Cl)cc4)cc3)ccc12	69	64	46	70	74	35	41	47
COc1cc(OC)c2cc(-c3nc(OC)nc(OC)n3)cnc2c1	97	105	105	85	103	73	95	71
CC1CCCc2c1nc(N)c(C#N)c2-c1ccc(Cl)cc1 (stereo not drawn)	89	125	75	96	63	68	97	83
OCCNc1ccccc1	104	97	101	104	99	97	94	99
Clc1ccc(Br)c(-c2nc3ccccc3[nH]2)c1	84&93	114&89	102&104	80&88	45&56	49&59	97&89	88&81
COc1ccc2[nH]c(O)c(N=NC(=O)COc3ccc(NC(=O)Nc4ccc(Cl)c(Cl)c4)cc3)c2c1	.	-21*	-3.4*	-90*	-58*	-26*	-100*	-72*
COc1ccc(C2Cc3cnccc3-c3nc(N)c4ccncc4c32)c(OC)c1OC (stereo not drawn)	97	104	97	86	99	97	100	91
CCOC(=O)c1c(O)cc(C)[nH]c1=O	102	.	107	95	101	95	98	103
Cc1nc2ccccc2c(/C=C/c2ccc(Cl)cc2)c1C(N)=O	86	114	95	91	112	84	96	84
Cn1c(O)c(/C=C2\C=c3ccccc3=N\C2=N\c2nccs2)c(=O)n(C)c1=O	119	93	88	78	55	19	76	88
COc1ccc(NC(=O)CCl)cc1	93	66	.	82	74	64	.	63
CCN(CC)c1ccc(C=O)c(OCc2cn(CC(=O)Nc3ccccc3Br)nn2)c1	87	109	113	96	93	87	95	100
Cc1ccc(-c2nc3c(c(-c4ccccc4)nn3-c3ccccc3)c(-c3ccc4c(c3)OCO4)c2C#N)cc1	80	92	71	86	121	84	93	84
CSc1nc2c(c(=O)n1C)C1(C(=O)N(C)c3ccccc31)c1c(nc(SC)n(C)c1=O)N2	103	102	103	108	100	104	97	126
O=C(Nc1cccc(Cn2c(=O)[nH]c3ccc(Oc4ncccn4)cc3c2=O)c1)c1ccc([N+](=O)[O-])cc1	58	70	84	87	40	83	82	54
Nc1nc(-c2ccccc2)nc(N)c1N=O	32	56	65	94	72	33	67	.
Cc1nn(-c2ccc([N+](=O)[O-])cc2)c2ncnc(NCCc3ccccc3)c12	77	114	101	102	111	93	103	93
C[C@]12CC[C@@H]3c4ccc(O)c(N)c4CC[C@H]3[C@@H]1CC[C@@H]2O	80	99	99	115	60	116	97	124
Nc1c(S(=O)(=O)O)cc2c(c1Cl)C(=O)c1ccccc1C2=O	111	99	109	88	107	89	96	83

For reference, some entries already given.
smiles	K-562	BT-549	HS 578T	MDA-MB-231	MDA-MB-468	MCF7	LOX IMVI	T-47D
CCN(CCO)c1cccc(C)c1	106	90	102	109	103	103	.	101
Cc1ccc(S(=O)(=O)N(C)CCCCCC(=O)O)cc1	104	.	108	110	108	90	95	96

Three entries from above, as labelled records:
CC1(c2cc3ccccc3oc2=O)NC(=O)c2c(/C=C/C(=O)OC3CC4CCC3(C)C4(C)C)cccc2N1 (stereo not drawn)
  K-562 = 93 | BT-549 = 111 | HS 578T = 97 | MDA-MB-231 = 105 | MDA-MB-468 = 98 | MCF7 = 95 | LOX IMVI = 96 | T-47D = 100

N#CC(C#N)N=Nc1ccc(Cl)cc1
  K-562 = 10 | BT-549 = 77 | HS 578T = 82 | MDA-MB-231 = 47 | MDA-MB-468 = -18* | MCF7 = 27 | LOX IMVI = 53 | T-47D = -0.3*

O=C(O)C(Cc1ccc(O)cc1)N1C(=O)/C(=C\c2ccc(-c3ccc(Cl)cc3)o2)SC1=S (stereo not drawn)
  K-562 = 105 | BT-549 = 111 | HS 578T = 97 | MDA-MB-231 = 99 | MDA-MB-468 = 103 | MCF7 = 71 | LOX IMVI = 100 | T-47D = 79

Individual results from the entries so far:
Value for `Cc1ccc(-c2nc3c(c(-c4ccccc4)nn3-c3ccccc3)c(-c3ccc4c(c3)OCO4)c2C#N)cc1` in MDA-MB-468: 121
Value for `N#CC(C#N)N=Nc1ccc(Cl)cc1` in T-47D: -0.3*

Next part:
smiles	K-562	BT-549	HS 578T	MDA-MB-231	MDA-MB-468	MCF7	LOX IMVI	T-47D
CSc1nc2c(c(=O)n1C)NC1=C(C(=O)c3ccccc31)C1(C=C(O)c3ccccc31)N2 (stereo not drawn)	91	95	111	89	107	91	87	92
COc1ccc(-c2nnc(-c3nc(-c4cc(OC)c(OC)c(OC)c4)n4ccccc34)o2)cc1OC	44	58	25	73	77	64	53	48
O=C1Nc2c(sc3ccc(Cl)cc23)C(c2ccccc2O)N1 (stereo not drawn)	85	96	96	79	100	81	101	82
CN1C(=O)C2(Nc3ccccc3S2)c2cc(OC(F)(F)F)ccc21 (stereo not drawn)	114	108	92	96	112	83	99	60
O=C1C(Cl)=C(NCc2ccco2)C(=O)c2ccccc21	71	103	90	68	25	22	16	69
O=C(NNC(=O)c1ccc(OCc2nc3ccc(Cl)cc3[nH]2)cc1)Nc1ccc(Cl)cc1	84	99	101	85	112	91	101	102
C=CC(=O)N[C@H](/C=C/C(=O)O)Cc1ccc(-c2cc(Cl)cc(Cl)c2)cc1	97	94	103	93	80	92	101	89
CCn1cc(-c2cc(-c3ccc(Cl)cc3)nc(N)n2)c(-c2ccc(Br)cc2)n1	77	91	97	61	73	72	89	48
O=C(Nc1ccc(NC(=O)Oc2cccc3ccccc23)c2c1C(=O)c1ccccc1C2=O)Oc1cccc2ccccc12	105	97	84	68	60	80	78	53
CCCCNC(=O)Cn1nc(C)c2c1CC(C)(C)CC2=O	119	98	102	100	102	100	89	100
Cn1cc(-c2nn3cc(-c4cccnc4)nc3s2)c2cc(Cl)ccc21	90	114	84	81	95	66	108	68
CC(C)(CO)CN1CCOCC1	109	103	115	129	92	97	98	109
Nc1ccc(C(=O)Nc2ccc(C(=O)Nc3ccc4c(O)cc(S(=O)(=O)O)cc4c3)cc2)cc1	105	105	118	108	114	93	105	91
COc1ccccc1C(OC(C)=O)OC(C)=O	96	102	106	.	98	91	93	95
COc1ccc2nc(-c3ccc(Cl)cc3)cc(C(=O)N3N=C(c4ccc(N)cc4)CC3c3ccc(Cl)cc3)c2c1 (stereo not drawn)	45	80	72	93	76	30	72	70
O=C(CN1C(=O)c2ccccc2S1(=O)=O)Nc1nc(-c2cc3ccccc3oc2=O)cs1	100	105	97	114	100	97	100	99
CC[C@H](CO)Nc1nc(NCc2ccccc2)n2ncc(C(C)C)c2n1	2.9*	-28*	7.2*	9.0*	.	2.6*	4.5*	28
C=CCc1cc(C(CC)(C(=O)CC)c2ccc(O)c(CC=C)c2)ccc1O	53	57	62	73	54	66	84	37
CCCCCCCCCCCNNC(=O)c1ccncc1	87	99	98	84	107	93	94	81
O=C1OC(C(O)C(O)CO)C(O)=C1O (stereo not drawn)	90&99	106	119&120	101&116	117&89	97&99	99&104	83&103
COCc1cc(C)nc2sc(-c3snnc3C)c(N)c12	87	.	105	96	96	87	95	84
C[C@]12CC[C@H]3[C@@H](CC=C4C[C@@H](O)CC[C@@]43C)[C@@H]1CC[C@@H]2c1ccn[nH]1	62	104	112	100	59	90	98	77
O=C1C=CC(=NN=C(c2ccccc2)c2ccccc2)C=C1	91	100	94	96	99	87	95	92
Cc1ccc(/C=C2\C(=O)N(C)c3ccc(S(=O)(=O)Nc4ccc(C(C)(C)C)cc4)cc32)s1	67	87	-5.8*	21	42	55	28	55
O=C1OC(=O)C2C3C=CC(C3=C(c3ccccc3)c3ccccc3)C12 (stereo not drawn)	98	102	107	105	103	100	98	97
CCOC(=O)/C=C(/CSC(=S)OCC)OCC	94	94	96	101	106	96	96	96
COc1ccc(NCc2cn(-c3ccc(C(=O)O)cc3)nc2-c2ccccc2)cc1	99	97	98	92	101	92	95	95
CCOC(=O)CCCN1C/C(=C\c2ccccc2)C(=O)c2cc(C)ccc21	82	84	100	100	96	88	107	88
C#CCn1c(-c2nonc2N)nc2ccccc21	96	105	111	103	112	90	101	101
Cn1ncc2c(Nc3ccc(O)cc3)nc(Cl)nc21	90	.	102	94	.	94	96	106

Assay outcomes as filed in PubChem BioAssay.
